# HepG2 viability = kills HepG2 cells in TGF-b inhibitor counter-screen | Potency, µM (titrated, usually from 46.1 µM), for the others: top-dose activity change, negative = cytotoxicity, most hits filed as cytotoxic | 0.76% of 410,000 active | HepG2 CAGA-GFP viability, ATP luminescence, 18 h | AID 588856; further: some results filed as inactive show a strong effect at the top dose
#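 CellTiter-Glo luminescence gave cytotoxicity after 18 hours at 37 degrees C. The cells were HepG2 CAGA-GFP in 1% FBS DMEM, stimulated with 500 pg/mL TGF-beta after compound addition. %Activity was normalised to no-cell wells (complete cell-killing) and DMSO (no toxicity), and curves were fitted and classified.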
# MCF10A rereplic = DNA re-replication induction in MCF 10a cells; MCF 10A DNA re-replication, Hoechst nuclear intensity, 48 h; Potency, µM (series often up to 46.1 µM), inactives show at the highest dose activity, positive = re-replication, usual class: activators; 2.9% of 350,000 active; further: % of control where 0% means no effect; nearly all actives have a fitted effect of over 50% in size
# TGFb SMAD3 inh = TGF-b pathway inhibition; HepG2 CAGA-GFP TGF-b/SMAD3 reporter, GFP fluorescence, 18 h; TGF-beta stimulated, 500 pg/mL final; 1.2% of 410,000 active; Potency, µM (top dose mostly 46.1 µM), for the others: top-dose activity, negative = inhibition, actives largely listed as inhibitors; further: on the % scale 0 is the no-effect control and ±100 the full control effect; nearly all actives have a fitted effect of over 65% in size
#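 HEPG2 CAGA-GFP, 1000 cells/well; 2 h settle, 37 C; cpd via pin tool; TGF-b 500 pg/mL final; 18 h, 37 C; GFP imaging ex488/em500-530; %Activity normalised to -TGF-b and +DMSO controls; CRC fit, curve class.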
# EPAC2 antagonist = antagonists of human EPAC2 | EPAC2 GEF exchange of Rap1B-BODIPY-GDP, fluorescence | Potency, µM (top dose mostly 114 µM), for inactives: at the top dose activity, negative = inhibition, usual class: inhibitors | 0.18% of 360,000 active; further: on the % scale 0 is the no-effect control and ±100 the full control effect; nearly all actives have a fitted effect of over 45% in size; many of its hits are not listed in these tables
# Target sequence (Q8WZA2 whole entry, looked up): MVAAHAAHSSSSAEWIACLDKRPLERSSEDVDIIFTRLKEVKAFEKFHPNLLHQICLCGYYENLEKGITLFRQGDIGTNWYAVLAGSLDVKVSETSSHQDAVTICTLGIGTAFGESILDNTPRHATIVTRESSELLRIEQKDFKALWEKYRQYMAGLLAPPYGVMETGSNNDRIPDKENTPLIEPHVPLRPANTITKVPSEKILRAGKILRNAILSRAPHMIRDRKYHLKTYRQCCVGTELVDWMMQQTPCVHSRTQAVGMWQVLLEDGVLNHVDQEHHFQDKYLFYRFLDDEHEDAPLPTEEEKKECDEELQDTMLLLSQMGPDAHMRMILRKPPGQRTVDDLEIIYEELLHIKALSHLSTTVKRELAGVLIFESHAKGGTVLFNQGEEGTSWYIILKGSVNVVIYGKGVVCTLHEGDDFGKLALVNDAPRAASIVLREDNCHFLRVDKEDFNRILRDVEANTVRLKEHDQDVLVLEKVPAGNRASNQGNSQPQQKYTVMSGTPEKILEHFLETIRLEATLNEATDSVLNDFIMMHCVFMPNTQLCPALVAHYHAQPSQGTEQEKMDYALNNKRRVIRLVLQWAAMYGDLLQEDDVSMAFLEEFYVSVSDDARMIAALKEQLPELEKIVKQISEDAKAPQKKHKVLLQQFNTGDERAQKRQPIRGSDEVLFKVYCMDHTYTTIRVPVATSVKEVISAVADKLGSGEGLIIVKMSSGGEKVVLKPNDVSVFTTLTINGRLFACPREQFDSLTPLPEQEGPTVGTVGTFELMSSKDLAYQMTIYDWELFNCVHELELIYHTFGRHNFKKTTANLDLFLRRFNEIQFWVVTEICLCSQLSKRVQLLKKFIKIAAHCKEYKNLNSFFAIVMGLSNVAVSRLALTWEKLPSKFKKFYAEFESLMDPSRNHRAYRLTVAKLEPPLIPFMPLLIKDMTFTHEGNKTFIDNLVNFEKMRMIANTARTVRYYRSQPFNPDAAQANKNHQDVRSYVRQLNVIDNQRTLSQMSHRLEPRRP
# Nrf2 block = inhibitors of Nrf2 signaling. Potency, µM (series often up to 46 µM), for inactives: at the highest dose activity change, negative = inhibition, hits mostly inhibitors. A549 ARE-Fluc reporter, luciferase luminescence, 18-24 h. 2.1% of 360,000 active; further: on the % scale 0 is the no-effect control and ±100 the full control effect; nearly all actives have a fitted effect of over 60% in size
#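 Nrf2 activity is the BugLite luminescence, read 15 min after reagent at room temperature, following CellTiter-Fluor cytotoxicity readout (30 min, 37C). Compound titrations were applied for 18-24 h to 5000 A549 ARE_Fluc cells/well in 5% FBS OPTI-MEM.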
# S2 tox = reduces viability in counter-screen for ATXN expression inhibitors; Potency, µM (doses to about 56.7 µM), actives largely listed as cytotoxic; S2 cells (HEK-293 line with an ATXN2-luciferase reporter) viability, CellTiter-Fluor protease fluorescence, 24 h; 0.49% of 400,000 active; AID 651635; further: nearly all actives have a fitted effect of over 40% in size
# ATXN2 expr inh = ATXN2 expression inhibition | 0.72% of 360,000 active | Potency, µM (titrated, usually from 57 µM), for inactives: top-dose activity change, negative = inhibition, hits mostly inhibitors | AID 1745845 | HEK-293 ATXN2-luciferase reporter, luminescence, 24 h; further: on the % scale 0 is the no-effect control and ±100 the full control effect; nearly all actives have a fitted effect of over 55% in size
#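 qHTS (up to 57 uM final) was run with 24 h compound exposure of reporter cells at 37 °C. Each well was multiplexed: SteadyGlo luminescence measured ATXN2-luciferase expression after a fluorogenic Gly-Phe-AFC viability readout (25 uM final).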
# A549 tox = counter-screen for Nrf2 inhibitors: cytotoxicity in A549 cells; Potency, µM (series often up to 46 µM), for the others: at the highest dose activity change, negative = cytotoxicity, usual class: inhibitors; AID 504648; A549 ARE-Fluc cells, CellTiter-Fluor viability, 18-24 h; 0.16% of 390,000 active; further: on the % scale 0 is the no-effect control and ±100 the full control effect
#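 A549 ARE_Fluc cells in 5% FBS OPTI-MEM were exposed to compounds in concentration-response for 18-24 h at 37 deg C. Viability was read by CellTiter-Fluor fluorescence (Ex 405/Em 525) after 30 min, before the luciferase read.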
# Nrf2 ARE act = Nrf2 pathway activation | AREc32 ARE-luciferase reporter (MCF7-derived line), luminescence, 24 h | Potency, µM (doses to about 46.1 µM), inactives show at the highest dose activation, actives largely listed as activators | 0.31% of 410,000 active | AID 624171; further: % of control where 0% means no effect; nearly all actives have a fitted effect of over 65% in size
#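 For detection, Steady-Glo was added and plates sat 30 min at RT; before that, AREc32_Fluc cells grown overnight in OPTI-MEM/5% FBS had been treated with 23 nL compound for 24 hr at 37 deg C.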
# Active calls of the source: *; i = inactive; ? = inconclusive; . = no result given; [ ] = dose if it differs, or a comment. The call rests on the fitted dose curve; in most records, active means well fitted curve in the direction sought with a large enough effect; inconclusive means small, poorly fitted or top-dose-only effect, or another doubt; inactive means no such curve, though single readings can be large; an effect the other way counts as inactive or inconclusive. Potency means the concentration at half of the fitted maximal effect. A portion of the library; the hit share may differ from the screen's.
item | molecule | HepG2 viability | MCF10A rereplic | TGFb SMAD3 inh | EPAC2 antagonist | Nrf2 block
1 | COc1ccc2[nH]c3c(c2c1)CCN1C(=O)C(CC(=O)NCc2ccco2)C[C@H](C(=O)N2CCCCC2)[C@@]31CCc1ccccc1 (some centres undefined) | -2% | 4% | -8% | 11% | 23µM*
2 | Cc1ccc2cc(COC(=O)C3CCCO3)c(=O)[nH]c2c1 (centres undefined) | 2% | -2% | -2% | 6% | 4%
3 | Cc1ccc2oc(C(=O)NCC3CCOCC3)c(C)c2c1 | -11% | -6% | 0% | 1% | 23%
4 | CCOc1ccc(-c2c(C)nn3c(C)c(C(=O)NC(C)c4ccccc4)cnc23)cc1OCC (centres undefined) | -17% | . | -10% | . | ?
5 | CCNc1nc(NCC)n2c(SC(C)C(=O)c3ccc(C)cc3)nnc2n1 (centres undefined) | -21% | 5% | 0% | 0% | ?
6 | CC1Oc2ccccc2N(CC(=O)N2CCCCC2)C1=O (centres undefined) | -2% | -9% | -15% | 16% | 5%
7 | Cc1ccc(S(=O)(=O)N2CCCC(C(=O)N3CCN(C)CC3)C2)cc1 (centres undefined) | 0% | 2% | -12% | 5% | -15%
8 | COc1ccc(C)cc1NC(=O)CSc1nnc(-c2ccc(C)cc2)o1 | -27% | 0% | -2% | -24% | -13%
9 | Cc1ccc(NC(=O)CNC(=O)C2CCCCC2)nc1 | 0% | ? | -1% | 0% | 1%
10 | COc1ccc(/C=C/C(=O)O)cc1S(=O)(=O)N1CCCC1 | 5% | 0% | 11% | 14% | 0%

item | S2 tox | ATXN2 expr inh | A549 tox | Nrf2 ARE act
1 | i | -4% | -26% | -0.9%
2 | i | 2% | -3% | 0.7%
3 | i | 30% | -8% | 2.4%
4 | i | -22% | 3% | 0.3%
5 | i | -1% | 3% | 2.7%
6 | i | 1% | -2% | 2.9%
7 | i | 0% | -6% | 0.2%
8 | i | 27% | -2% | 7.2%
9 | i | 4% | 0% | 0.4%
10 | i | -5% | 0% | -0.5%

# An excerpt of these results, with two lines to a compound:
# Each structure is followed by: HepG2 viability	MCF10A rereplic	TGFb SMAD3 inh	EPAC2 antagonist	Nrf2 block	S2 tox	ATXN2 expr inh	A549 tox	Nrf2 ARE act
8: COc1ccc(C)cc1NC(=O)CSc1nnc(-c2ccc(C)cc2)o1
  -27%	0%	-2%	-24%	-13%	i	27%	-2%	7.2%
9: Cc1ccc(NC(=O)CNC(=O)C2CCCCC2)nc1
  0%	?	-1%	0%	1%	i	4%	0%	0.4%
10: COc1ccc(/C=C/C(=O)O)cc1S(=O)(=O)N1CCCC1
  5%	0%	11%	14%	0%	i	-5%	0%	-0.5%

# The list continues.
item | molecule | HepG2 viability | MCF10A rereplic | TGFb SMAD3 inh | EPAC2 antagonist | Nrf2 block
11 | Cn1c(NC(=O)c2ccc(Cl)cc2Cl)cc(=O)n(C)c1=O | -18% | -7% | ? | 1% | -6%
12 | CCN(CC)c1ccc(N2C(=O)c3ccccc3C2=O)cc1 | -11% | -3% | 8% | 4% | 20%
13 | CCN1CCN(CCNC(=O)c2ccc(CS(=O)c3ccc(Br)cc3)o2)CC1 (centres undefined) | -7% | ? | 9% | 17% | 2%
14 | C/C(CCc1ccccc1)=N\NC(=O)c1ccccc1[N+](=O)[O-] | -7% | 0% | -5% | -2% | -4%
15 | C[n+]1nc(Nc2ccccc2)sc1-c1ccc(O)cc1 | -22% | -16% | -3% | -7% | 20%
16 | COc1ccc([C@H]2CC(=O)C=C(c3ccc(C)c([N+](=O)[O-])c3)C2)cc1 | -16% | -26% | -6% | -6% | ?
17 | N#CC1=C(N)N2C(=C(C#N)C1c1ccc(Br)cc1)Nc1ccccc12 (centres undefined) | -43% | 2.1µM* | 2.8µM* | 2% | 12µM*
18 | COc1ccccc1CC(=O)Nc1cc(C)ccn1 | 13% | 3% | -1% | 1% | ?
19 | O=C1c2ccccc2C(O)N1c1cccnc1 (centres undefined) | -19% | 5% | -15% | 6% | 5%
20 | CCc1ccc(Cn2c(CNS(=O)(=O)c3ccc([N+](=O)[O-])cc3)nc3cccnc32)cc1 | -39% | . | ? | . | .

item | S2 tox | ATXN2 expr inh | A549 tox | Nrf2 ARE act
11 | i | 9% | -9% | 0.9%
12 | i | 16% | -3% | 0.3%
13 | i | -5% | -1% | -0.1%
14 | i | -3% | 7% | -0.1%
15 | i | -11% | 21% | 2.4%
16 | i | 39%[activator] | 1% | 7.0%
17 | . | ? | ? | -1.2%
18 | i | . | 6% | 0.7%
19 | i | 7% | -1% | -0.4%
20 | . | . | -4% | 3.4%

# The results go on:
item | molecule | HepG2 viability | MCF10A rereplic | TGFb SMAD3 inh | EPAC2 antagonist | Nrf2 block
21 | O=C(Nc1cccnc1)c1cc(-c2ccc(Cl)cc2Cl)on1 | 2% | -21% | 20% | 8% | -14%
22 | Oc1ccc(/C=N/NC(=S)NCc2ccco2)cc1 | 1% | -3% | 3% | 10%[57.1 µM] | -25%
23 | O=C(CCC(=O)N1CCCC1)N1CCCC1 | 11% | 0% | -1% | 8% | 1%
24 | O=C(Cn1cnc([N+](=O)[O-])n1)N/N=C/c1ccccc1O | 3% | -7% | -24% | 19%[57.1 µM] | ?
25 | COc1ccc(S(=O)(=O)N(C)C[C@@H]2Oc3ccc(NC(=O)Nc4c(C)noc4C)cc3C(=O)N([C@H](C)CO)C[C@@H]2C)cc1 | -11% | 2% | -6% | 0% | -15%
26 | CC(=O)NC12CC3CC(C1)CC(C(=O)N1CCN(S(=O)(=O)c4cccs4)CC1)(C3)C2 | 0% | 6% | 0% | -2% | 5%
27 | c1ccc2c(CSc3nnc(-c4ccncc4)o3)cccc2c1 | 5% | ? | 1% | -3% | ?
28 | CCOC(=O)N1CCN(c2nc(-c3ccc(OC)cc3)no2)CC1 | -21% | 1% | 31% | 0% | ?
29 | C=CCCC(=O)Nc1ccc(COC(=O)N2CCOCC2)cc1 | 5% | ? | -21% | 3% | 1%
30 | COc1ccc(C(=O)N/C(=C\c2cn(C)c3ccccc23)C(=O)NCCN2CCOCC2)cc1OC | -3% | -3% | 0% | -2% | 7%

item | S2 tox | ATXN2 expr inh | A549 tox | Nrf2 ARE act
21 | i | -14% | 1% | 0.4%
22 | ? | 1% | 1% | 2.1%
23 | i | 3% | 5% | -0.6%
24 | i | -28% | -22% | -0.7%
25 | i | 2% | 2% | -0.7%
26 | i | . | -2% | -0.7%
27 | i | -7% | 23% | 0.0%
28 | i | 10% | -23% | -0.6%
29 | i | 2% | 0% | 0.4%
30 | i | . | -1% | 3.3%

# Next compounds:
item | molecule | HepG2 viability | MCF10A rereplic | TGFb SMAD3 inh | EPAC2 antagonist | Nrf2 block
31 | Cc1ccc(C(=O)OCc2cc(=O)n3nc(CC(C)C)sc3n2)cc1 | -7% | . | ? | . | 22%
32 | CC(C)N(C(=O)COC(=O)c1ccccc1C(=O)c1ccc(Cl)c([N+](=O)[O-])c1)C(C)C | -3% | ? | 3% | -7% | ?
33 | O=c1oc(C2(O)CCCCC2)cc2ccc(Br)cc12 | -12% | 20% | -3% | -11% | 5%
34 | COC(=O)c1cccc(N(C(=O)c2cnccn2)C(C(=O)NCc2ccccc2)c2ccco2)c1 (centres undefined) | -2% | -1% | 5% | -1% | -7%
35 | COc1ccc(N2CCN(C(=O)COC(=O)c3cccc(S(=O)(=O)Nc4cccc(C)c4)c3)CC2)cc1 | -20% | 2% | ? | -4% | 26µM*
36 | Cc1ccccc1-n1cc(CNC(=O)CC2C(=O)NCCN2C/C=C/c2ccccc2)cn1 (centres undefined) | -2% | 5% | -4% | -1% | 0%
37 | CN(c1ccccc1)S(=O)(=O)c1ccc2[nH]c(=O)oc2c1 | 1% | -1% | -25% | -8% | 5%
38 | COc1ccc(CCC(=O)NCCc2csc(-c3ccc(C(F)(F)F)cc3)n2)cc1 | -35% | . | -25% | . | .
39 | CC1CCN(CCOc2ccc(C(=O)c3ccccc3)cc2)CC1 | -23% | ? | -26% | 9% | 4%
40 | CC(=O)Nc1cc(-c2cccc(CO)c2)cn2c(-c3ccc(F)cc3)cnc12 | -12% | . | -4% | 5% | .

item | S2 tox | ATXN2 expr inh | A549 tox | Nrf2 ARE act
31 | i | 2% | -8% | -1.0%
32 | i | ? | -28% | 2.2µM*
33 | i | -5% | 9% | 0.0%
34 | i | -4% | 0% | -0.8%
35 | i | ? | -5% | 0.2%
36 | i | -11% | -2% | -0.2%
37 | i | 1% | 3% | 0.0%
38 | i | -12% | 4% | 0.3%
39 | i | -20% | 0% | 1.8%
40 | i | 2% | . | 5.1%

# Continued.
item | molecule | HepG2 viability | MCF10A rereplic | TGFb SMAD3 inh | EPAC2 antagonist | Nrf2 block
41 | CCOc1ccc(NC(=O)CSC2=NCCN2)cc1 | -5% | 8% | 4% | -1% | -4%
42 | O=C1OC(Nc2ccccn2)c2ccccc21 (centres undefined) | -1% | 1% | 3% | 9% | 8%
43 | Nc1c2c(nc3ccccc13)CSCC2 | 5% | ? | 4% | 0% | -2%
44 | O=C(CNC(=O)c1ccc(OC(F)F)cc1)Nc1cccc(S(=O)(=O)N2CCCC2)c1 | -1% | -1% | -10% | 1% | -2%
45 | Nc1ccc(O)c(-c2nc3ccccc3s2)c1 | -10% | ? | -6% | -4% | 13%
46 | COc1cc(/C=C2\SC(=S)N(Nc3ncc(C(F)(F)F)cc3Cl)C2=O)ccc1O | -94% | ? | 21% | -5% | ?
47 | Cc1cc(=O)n2nc(N3CCCC3C(=O)Nc3cccc(F)c3)sc2n1 (centres undefined) | -5% | 11% | 2% | -1% | 1%
48 | O=C(N/N=C\c1cccnc1)c1ccccc1O | -15% | -2% | 0% | 4% | ?
49 | Cc1cccc(NC(=O)c2ccc(COc3cccc4ccccc34)o2)n1 | -23% | ? | ? | -11% | ?
50 | CCOC(=O)c1c(NC(=O)CSc2ncn[nH]2)sc(C(C)=O)c1C | -18% | -6% | -6% | -6% | -3%

item | S2 tox | ATXN2 expr inh | A549 tox | Nrf2 ARE act
41 | i | 4% | 6% | -0.5%
42 | i | 99%[activator] | 2% | -0.3%
43 | i | -5% | -4% | 0.3%
44 | i | -12% | 1% | -0.3%
45 | i | 29% | -15% | 8.8%
46 | ? | 17% | ? | 14%
47 | ? | -12% | -2% | -0.5%
48 | i | 13% | -10% | 3.0%
49 | i | -4% | 3% | -0.3%
50 | i | 15% | 0% | 1.3%
